Screening data as filed in PubChem BioAssay.
rCAG binder: r(CAG) repeat RNA binding. TO-PRO-1 dye displacement fluorescence. inhibition, % at 3 µM. 370,000 compounds, 1.3% hits;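 active means inhibition above the plate cutoff, the mean of all test compounds on that plate plus 3 SD, cut at about 35% in these data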;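 further: 0% = DMSO alone and 100% = 100 µM mitoxantrone as full dye displacement; higher means more dye released from RNA so lower well fluorescence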
mABHD4 FP: ABHD4 (mouse) inhibition, primary FP screen; Q8VD66; purified mABHD4, FP-Rh probe fluorescence polarization; inhibition, % at 8.92 µM; 370,000 compounds, 0.54% hits; AID 720543;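 active means inhibition exceeding the mean over every tested compound plus 3 SD, cut at about 30% in these data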;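 further: 0% = plate median of compound wells and 100% = S159A mutant with DMSO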
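Test system: mABHD4 protein; Read-out basis: % inhibition; Incubation: 45 min + 60 min at 25 °C; Repeats: single replicate; Technique: fluorescence polarization with parallel and perpendicular emission, 525/598 nm; Compound: 8.92 µM, single dose; Benchmarks: full inhibition S159A mutant plus DMSO, zero as sample-well median.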
ARFGAP1 inhibitor: inhibitors of rat ARFGAP1. Q62848. Arfgap1-stimulated ARF1 GTP hydrolysis, GDP FP detection. inhibition, % at 16.5 µM. 360,000 compounds, 0.26% hits. AID 651572;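 active means inhibition above a per-plate limit, mean inhibition of low control wells plus 3 SD, cut at about 25% in these data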;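 further: 0% = DMSO wells with enzyme and 100% = wells lacking Arfgap1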
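Material: truncated rat Arfgap1 GAP domain; Incubation: compound-enzyme preincubation 20 min, reaction 120 min, detection 60 min, 25 °C; Read-out: percent inhibition of Arfgap1-stimulated GTP hydrolysis; Technique: FP, GDP Alexa 633 tracer displaced from anti-GDP antibody, 620/688 nm; Controls: No-Arfgap1 wells (100%) versus DMSO full-reaction wells (0%); Replication: single well per compound.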
NPR1 activator: GC-A (human) enzyme activation. P16066. HEK293 GC-A cells, cGMP TR-FRET, EC30 ANP; 0% at EC30 ANP, 100% saturating ANP. activation, % at 10 µM. 370,000 compounds, 0.14% hits; in the data active means activation above about 40%
Rev-erbA mod: Rev-erb alpha (human) modulation. AID 1259318. Rev-erbα–FITC-DNA binding, fluorescence polarization, 90 min. P20393. activity, % at 10 µM. 370,000 compounds, 0.79% hits;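 active means activity above about 14%, limit read from the data; passing the limit was not always enough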;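 further: 0% = DMSO wells with 35 nM protein and 100% = DMSO wells with 750 nM protein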
Target sequence (P20393 whole entry, looked up): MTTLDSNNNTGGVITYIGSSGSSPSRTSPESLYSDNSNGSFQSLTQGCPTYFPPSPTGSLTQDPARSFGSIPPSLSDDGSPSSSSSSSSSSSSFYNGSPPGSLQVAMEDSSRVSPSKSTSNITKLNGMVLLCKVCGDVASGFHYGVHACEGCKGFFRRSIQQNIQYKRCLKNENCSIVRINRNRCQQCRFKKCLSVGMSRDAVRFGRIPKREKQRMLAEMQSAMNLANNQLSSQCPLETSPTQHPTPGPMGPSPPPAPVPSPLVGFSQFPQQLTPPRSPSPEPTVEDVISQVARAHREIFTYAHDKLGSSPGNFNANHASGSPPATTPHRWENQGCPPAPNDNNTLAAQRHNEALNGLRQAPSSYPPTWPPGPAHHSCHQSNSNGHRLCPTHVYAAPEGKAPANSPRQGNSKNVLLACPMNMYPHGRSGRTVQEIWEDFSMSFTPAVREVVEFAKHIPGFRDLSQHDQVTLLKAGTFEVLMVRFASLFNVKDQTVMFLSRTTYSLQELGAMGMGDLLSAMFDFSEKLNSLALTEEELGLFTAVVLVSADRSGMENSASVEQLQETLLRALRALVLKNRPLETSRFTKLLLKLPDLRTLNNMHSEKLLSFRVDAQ
GC-B act: GC-B (human) receptor activation; AID 1920062; P20594; activation, % at 10 µM; HEK293-GC-B cells, CNP EC30, cGMP TR-FRET; 0% at EC30 CNP, 100% saturating CNP; 370,000 compounds, 0.11% hits;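 active means activation at 10 µM reaching about 35% in either raw or pattern-adjusted values, limit read from the data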
ASAP1 GAP inh: inhibitors of human ASAP1 ArfGAP activity; inhibition, % at 16.5 µM; Q9ULH1; 360,000 compounds, 0.19% hits; ASAP1-stimulated ARF1 GTP hydrolysis, GDP FP detection; in the data active means inhibition above about 25%;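 further: 0% = vehicle with enzyme and substrate and 100% = no enzyme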
Target sequence (Q9ULH1 325-724 limits assumed): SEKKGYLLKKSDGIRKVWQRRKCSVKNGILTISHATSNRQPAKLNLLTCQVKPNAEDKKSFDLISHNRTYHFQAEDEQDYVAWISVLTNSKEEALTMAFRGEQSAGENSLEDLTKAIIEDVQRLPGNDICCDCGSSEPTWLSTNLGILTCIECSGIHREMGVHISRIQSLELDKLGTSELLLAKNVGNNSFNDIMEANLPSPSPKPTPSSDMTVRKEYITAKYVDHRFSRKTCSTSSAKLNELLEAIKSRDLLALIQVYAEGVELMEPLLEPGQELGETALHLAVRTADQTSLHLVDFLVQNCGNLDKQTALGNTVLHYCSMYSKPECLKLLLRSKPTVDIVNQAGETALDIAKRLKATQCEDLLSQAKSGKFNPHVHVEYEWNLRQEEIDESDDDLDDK
SMARCA2 activ: SMARCA2 function activation, primary screen; MG213 cells, MMTV-luciferase reporter, dexamethasone, overnight; activation, % at 9.1 µM; 370,000 compounds, 1% hits; AID 652017; in the data active means activation above about 7.8%;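 further: 0% = vehicle wells and 100% = reference activator wells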
HTRA1 inhibitor: inhibitors of human serine peptidase HTRA1; inhibition, % at 5.96 µM; recombinant HTRA1, FP-rhodamine activity-based probe, fluorescence polarization; Q92743; 340,000 compounds, 0.5% hits; AID 504803; in the data active means inhibition above about 36%;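 further: 0% = enzyme with DMSO and 100% = wells lacking enzyme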
PG9 binder: binds the HIV-1 gp120 antibody PG9 | TR-FRET gp120-PG9 antibody binding | inhibition, % at 6.7 µM | 360,000 compounds, 0.43% hits | AID 624416; in the data active means inhibition above about 8.5%
* hit, by the source's call; x = not tested or not shown. No enrichment for hits; 4.4% or so of the library scored in one or more.

SMILES	rCAG binder	mABHD4 FP	ARFGAP1 inhibitor	NPR1 activator	Rev-erbA mod	GC-B act	ASAP1 GAP inh	SMARCA2 activ	HTRA1 inhibitor	PG9 binder
CCNC(=S)NNC(=O)c1ccncc1	1	-4	-7	-3	-8	-2	8	1	-5	0.6
O=C(C1CC1)N1CCc2cc(S(=O)(=O)NCCC3=CCCCC3)ccc21	-3	-8	0	3	6	2	-2	-2	-13	-2.0
CCOc1ccccc1OC(C)C(=O)Nc1ccc(S(=O)(=O)N2CCCC2)cc1 (centres undefined)	-6	-10	-3	-2	0	-1	-2	-2	-7	-0.5
COC(=O)c1cccc(Nc2cc(C)n(-c3cccc(C(=O)OC)c3)c(=O)c2)c1	3	-2	1	5	0	8	12	1	x	-1.0
C[C@@H]1CN([C@@H](C)CO)C(=O)CCCn2nncc2CO[C@@H]1CN(C)S(=O)(=O)c1ccccc1	0	-4	2	3	5	5	12	-2	10	-3.1
Cc1cc(C)c2c(N)c(C(=O)NN3CC(=O)N(c4ccccc4F)CC3=O)sc2n1	3	-5	-2	3	0	2	-13	0	-4	-0.5
CCCCN(C(=O)c1cccc(S(=O)(=O)N(CC)c2ccccc2)c1)c1c(N)n(CC(C)C)c(=O)[nH]c1=O	5	-3	-7	4	-3	3	0	-1	-8	-1.1
Cc1ccsc1C(=O)Nc1ccccc1N1CCOCC1	-3	-4	4	-1	6	2	-3	-1	4	0.2
CC(C)CNC(=O)COC(=O)c1cccc(S(=O)(=O)NCC(F)(F)F)c1	-5	2	14	4	4	-3	0	-2	0	1.5
N#Cc1cccc(NC(=O)COC(=O)c2ccc3c(=O)n4c(nc3c2)CCC4)c1	-2	4	4	-3	-3	1	11	0	x	-1.4
O=S(=O)(Nc1ccc(-c2ccc(N3CCOCC3)nn2)cc1)c1cc(Cl)ccc1Cl	16	6	-5	1	3	-8	3	2	2	2.6
COC(=O)Cc1ccc(NC(=S)NCc2ccccc2OC)cc1	-1	-2	-4	0	2	-3	6	-1	4	-2.4
Cc1ccc(C23CCC(=O)N2C(C(=O)O)CS3)c(C)c1 (centres undefined)	0	-3	-5	5	2	-5	-1	-1	7	-1.7
CCCn1c(SCC(=O)NC2CC2)nnc1-c1ccccn1	-3	-2	-8	-3	0	0	12	-2	8	-0.4
CCSC1=NC(=O)/C(=C2/C=Cc3ccccc3N2CC)S1	-1	1	-7	-6	7	3	5	-1	4	-1.9
C/C(=N\NC(=O)c1ccc(-c2ccccc2)cc1)c1cccc(N)c1	3	-6	-11	7	-1	4	4	-4	-11	-3.1
NCCCCCc1nnc(SCC(N)=O)o1	2	1	6	3	0	0	10	-1	4	3.0
CC[C@@H](NC(=O)Cn1cc(C)c(=O)[nH]c1=O)c1ccccc1	1	-2	-3	2	-1	-1	-5	-1	4	0.6
COc1ccc(C(CC(=O)N2CCOCC2)C(C)C)cc1 (centres undefined)	-4	-3	12	-5	4	1	8	-4	6	-0.7
O=C(O)C1CC=CCC1C(=O)NCc1ccc2c(c1)OCO2 (centres undefined)	-2	0	7	2	-3	1	-12	-2	-2	-0.7

Pulled one by one from above:
SMILES	rCAG binder	mABHD4 FP	ARFGAP1 inhibitor	NPR1 activator	Rev-erbA mod	GC-B act	ASAP1 GAP inh	SMARCA2 activ	HTRA1 inhibitor	PG9 binder
CC[C@@H](NC(=O)Cn1cc(C)c(=O)[nH]c1=O)c1ccccc1	1	-2	-3	2	-1	-1	-5	-1	4	0.6
CCCn1c(SCC(=O)NC2CC2)nnc1-c1ccccn1	-3	-2	-8	-3	0	0	12	-2	8	-0.4
Cc1ccc(C23CCC(=O)N2C(C(=O)O)CS3)c(C)c1 (centres undefined)	0	-3	-5	5	2	-5	-1	-1	7	-1.7

Other compounds:
SMILES	rCAG binder	mABHD4 FP	ARFGAP1 inhibitor	NPR1 activator	Rev-erbA mod	GC-B act	ASAP1 GAP inh	SMARCA2 activ	HTRA1 inhibitor	PG9 binder
Cc1ccc(NCC(=O)N/N=C/c2cc3ccccc3nc2Cl)cc1	7	3	2	-4	5	-2	8	7	-13	-2.0
COc1ccc(CCNC(=O)COC(=O)c2ccc(OC)cc2OC)cc1	-5	-5	-2	1	3	1	-4	-1	5	3.4
COc1ccc(CN2CCOCC2)cc1OC	2	3	-5	2	4	1	12	-1	1	0.9
CCCCCC(=O)Nc1c(-c2cccs2)c(=O)c2ccccc2n1C	6	-2	1	-1	3	3	-13	-5	0	-2.0
Cc1ccc2nc(N(CCCN(C)C)C(=O)c3cc4ccccc4oc3=O)sc2c1	0	-5	12	-5	-3	-5	-8	4	2	-0.2
COc1ccc(C(=O)NC(Nc2ccccc2)C(Cl)(Cl)Cl)cc1 (centres undefined)	2	-22	1	-6	-2	-11	16	-2	-31	-1.9
Cc1c(/N=C/c2ccco2)n(Cc2ccccc2)c2ccccc12	-3	10	16	-3	5	4	16	2	-1	-1.3
COc1cc(C2CC(=O)C3=C(C2)Nc2ncnn2C3c2cccs2)cc(OC)c1OC (centres undefined)	-4	-1	-2	-1	2	-5	6	3	x	-2.0
O=C(COc1ccccc1)N/N=C/c1ccc(O[C@@H]2O[C@H](CO)[C@@H](O)[C@H](O)[C@H]2O)cc1	0	-6	1	2	0	-2	7	1	2	-3.3
CCC(C(=O)Nc1ccsc1C(=O)OC)c1ccccc1 (centres undefined)	-3	-9	-10	-19	-3	-8	-1	2	-6	2.5

A second format for part of the listing above.
smiles | rCAG binder | mABHD4 FP | ARFGAP1 inhibitor | NPR1 activator | Rev-erbA mod | GC-B act | ASAP1 GAP inh | SMARCA2 activ | HTRA1 inhibitor | PG9 binder
Cc1c(/N=C/c2ccco2)n(Cc2ccccc2)c2ccccc12 | -3 | 10 | 16 | -3 | 5 | 4 | 16 | 2 | -1 | -1.3
CCCCCC(=O)Nc1c(-c2cccs2)c(=O)c2ccccc2n1C | 6 | -2 | 1 | -1 | 3 | 3 | -13 | -5 | 0 | -2.0

(list continues)
SMILES	rCAG binder	mABHD4 FP	ARFGAP1 inhibitor	NPR1 activator	Rev-erbA mod	GC-B act	ASAP1 GAP inh	SMARCA2 activ	HTRA1 inhibitor	PG9 binder
COC1(c2ccccc2)NC(=S)NN=C1c1ccccc1 (centres undefined)	6	2	5	1	-1	-2	-7	2	-5	-0.3
CCCCOc1ccc(C(=O)N2CCN(c3ccc(N4CCOCC4)nn3)CC2)cc1	-8	-3	8	3	3	-3	18	-2	3	0.6
Cc1onc(-c2ccccc2)c1C(=O)Nc1ccc(N2CCOCC2)cc1	-7	-2	0	0	-5	3	4	-2	-2	-1.3
Fc1cccc2sc(N3CCCCC3)nc12	-4	10	13	-4	1	-1	16	7	-2	2.3
Cc1cc(C)n(-c2nc3c(c(=O)n(C)c(=O)n3C)n2C)n1	0	0	3	-1	-4	0	10	1	0	1.6
O=C(NC(=S)NCCC1=CCCCC1)c1ccccc1Br	10	-17	-7	0	-3	0	7	-1	-31	-0.2
C=CCC(c1ccccc1F)N(CCN1CCOCC1)C(=O)Nc1cccc(Cl)c1 (centres undefined)	-6	-6	6	-5	0	-1	10	3	-8	-1.5
CCOC(=O)c1c(N)sc(C(=O)N2CCCC2)c1C	-5	-3	-14	3	5	4	-3	-1	1	1.1
COC(=O)c1cc(NC(=O)CN(C)Cc2ccccc2)cc(C(=O)OC)c1	-4	3	-10	-4	-6	6	5	2	-1	-0.1
Cc1ccn2c(Nc3ccc4c(c3)OCO4)c(-c3ccccn3)nc2c1	-7	22	-10	22	-5	0	-3	1	64*	-13
Cc1ccc(NC(=S)Nc2cccc(S(=O)(=O)Nc3c(C)n(C)n(-c4ccccc4)c3=O)c2)cc1	13	2	4	6	4	6	-2	-2	3	0.3
O=C(NCCOc1cccc(Oc2ccccc2)c1)c1cc(-n2cnnc2)ccc1Cl	0	-7	-3	-4	-4	-5	-3	-1	-26	-0.6
CC(=O)O[C@@]1(C)C[C@@H](O)[C@]2(O)C=CO[C@@H](O[C@@H]3O[C@H](CO)[C@@H](O)[C@H](O)[C@H]3O)[C@@H]21	-1	1	-3	-1	0	6	6	-1	-4	1.1
COc1cc([C@@H]2CC=C(C(=O)O)CN2S(=O)(=O)c2ccc(C)cc2)cc(OC)c1OC	8	4	1	2	-4	4	7	0	-7	-2.7
CC(C)[C@H](NC(=O)C1CCCC1)C(=O)N1CCC[C@H]1C(=O)NCc1ccccc1	0	5	6	-1	-12	-1	3	2	x	0.5
COc1ccc2oc(C(=O)OCC(=O)N(C)c3c(N)n(Cc4ccccc4)c(=O)[nH]c3=O)c(C)c2c1	4	-1	3	5	2	0	-6	1	-6	0.3
CSCC[C@H](NC(=O)C1CCN(S(=O)(=O)c2ccc(C)cc2)CC1)C(=O)NCc1ccco1	2	2	3	0	-3	1	-8	-3	-1	-2.1
CN(C)CCN(C)c1cc2c(c3c1ccn3C)C1CCC2O1 (centres undefined)	4	4	0	-6	-2	-3	1	0	x	-6.9
CC1(C)C(C=C(Cl)Cl)C1C(=O)NC(O)C(=O)c1ccccc1 (centres undefined)	14	-3	-5	-7	0	-4	-11	2	-8	-0.7
CCn1nnnc1NCc1ccc(OCc2c(F)cccc2Cl)c(OC)c1	-2	-1	10	2	-4	6	4	-1	8	2.2
CCCCOCCCNC(=O)C[C@H]1C[C@@]2(C(=O)OC)C(=C[C@H](COCc3ccccc3)O[C@@H]2C)N(Cc2ccc3c(c2)OCO3)C1=O	3	-4	0	-4	5	3	6	4	x	1.0
Cc1ccc(NC(=S)N/N=C/c2ccc([N+](=O)[O-])s2)cc1	28	3	-10	3	3	-5	-2	-1	59*	-1.5
O=C(COC(=O)c1cccc(S(=O)(=O)N2CCOCC2)c1)Nc1nc(-c2ccccc2Cl)cs1	13	-51	12	8	4	-2	14	-1	-33	-4.3
Cc1ccc(CC(SCc2ccccc2)C(=O)O)cc1C (centres undefined)	7	9	14	1	4	4	-5	-2	3	0.2
COC(=O)c1ccc(OCC(=O)c2ccc(C)c(C)c2)cc1	-1	-4	-1	5	-2	2	-7	1	-2	-0.8
N#C/C(=C\c1c[nH]c2ccccc12)C(=O)NC1CC1	54*	3	-4	-4	5	2	-13	10*	-1	-0.6
COc1ccc(/C=C(\NC(=O)c2ccco2)C(=O)NC(Cc2ccccc2)C(=O)O)cc1 (centres undefined)	6	-2	-7	0	3	2	10	-2	7	-1.6
C[C@@H]1CN([C@@H](C)CO)C(=O)c2cc(Br)cnc2O[C@H]1CN(C)C(=O)c1ccc2c(c1)OCO2	-1	8	6	-1	-4	2	-4	-2	5	-0.1
COc1ccc(C(=O)NN=C2CCCC2)cc1OC	-2	1	11	6	-9	4	13	1	0	0.3
CCOC(=O)Cn1c(CN(Cc2ccccc2)Cc2ccccc2)nc2c1c(=O)[nH]c(=O)n2C	-6	14	5	-18	0	-13	-11	0	-8	-5.5
COc1ccc(CCNC(=O)Nc2nc(CN)cs2)cc1OC	4	6	10	1	-4	2	-17	1	x	-0.6
CN(C)c1nc(-c2ccccc2)nc(-c2ccc(Cl)cc2)c1C#N	4	-6	-6	-4	8	-7	-2	-2	2	5.4
N#CC1(Nc2ccc3c4c(cccc24)CC3)CCCCC1	11	17	10	-6	-7	0	-5	-2	33	-8.5
